DUSP3 inh: inhibitors of human VHR1 phosphatase (DUSP3) | P51452 | recombinant VHR phosphatase, pNPP absorbance | inhibition, % at 13.3 µM | hit rate 0.52% among 290,000; in the data active = inhibition above about 50%; also: some compounds called inactive have numbers as strong as hits
Target sequence (P51452 whole entry, looked up): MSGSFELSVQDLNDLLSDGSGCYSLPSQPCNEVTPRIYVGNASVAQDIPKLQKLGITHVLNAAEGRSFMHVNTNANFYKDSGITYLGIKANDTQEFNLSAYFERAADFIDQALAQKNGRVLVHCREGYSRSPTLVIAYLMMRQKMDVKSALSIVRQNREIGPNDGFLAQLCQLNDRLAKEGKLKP
3CLpro inhibitor: SARS-CoV 3CLpro protease inhibition; inhibition, % at 6 µM; recombinant SARS-CoV 3CLpro, quenched FRET peptide cleavage; hit rate 0.14% among 290,000; P0C6X7; AID 1706; in the data active = inhibition above about 12%
PfHsp40 rescue: restores yeast growth despite PfHsp40 toxicity; S. cerevisiae expressing PfHsp40, growth rescue, ATP luminescence; growth rescue, % at 12.5 µM; hit rate 0.68% among 340,000; in the data active = growth rescue above about 28%, passing the limit was not always enough; inconclusive = no clear call, values can overlap the other calls;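 also: yeast W303a lacking pdr1 and pdr3 grown in galactose medium; growth measured after three days at 30 °C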
TcdB GH inh: inhibitors of Clostridioides difficile toxin B glycohydrolase | P18177 | inhibition, % at 9.99 µM | AID 652162 | hit rate 0.24% among 350,000 | TcdB glycohydrolase enzymatic assay, plate reader; in the data active = inhibition above about 10%
Vc quorum ag: induces V. cholerae light production without autoinducers. AID 588436. activation, % at 18.7 µM. V. cholerae BH1578 lux reporter, luminescence, 6 h. hit rate 0.16% among 350,000; in the data active = activation mostly above about 9.7%, no sharp cut-off; inconclusive = no clear call, values can overlap the other calls; inactive = mostly below about 3.7%; also: not every result past the cut was called active; inactives centre near 0; reference of the scale not given here
Yp Topo-I inh: Y. pestis Topo-I inhibition via cleavage products | hit rate 0.064% among 360,000 | activity, % at 10 µM | Y. pestis Topo-I cleavage product accumulation, plate reader | AID 504884; in the data active = activity above about 50%, passing the limit was not always enough; inconclusive = no clear call, values can overlap the other calls; also: inactives centre near 2
PriA SSB inh: K. pneumoniae PriA-SSBct interaction inhibition; AlphaScreen SSBct-PriA binding, biotinylated peptide; inhibition, % at 33 µM; hit rate 0.6% among 430,000; AID 1272365; in the data active = inhibition mostly above about 37%, no sharp cut-off; inactive = mostly below about 20%;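 also: plate controls were negative control peptide for no effect and reference peptide for full effect; strong numbers were not always called active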
BoNT A protease: BoNT A light chain protease inhibition | multiplex microsphere protease substrate cleavage, flow cytometry | inhibition, % at 10 µM | AID 588499 | hit rate 0.17% among 360,000; also: plate controls were buffer without enzyme for full effect and enzyme alone for no effect
Anthrax LF prot: anthrax lethal factor protease inhibition; AID 588501; multiplex microsphere protease cleavage assay, LF; inhibition, % at 10 µM; P15917; hit rate 0.12% among 360,000; also: plate controls were buffer without enzyme for full effect and enzyme alone for no effect
Target sequence (P15917 whole entry, looked up): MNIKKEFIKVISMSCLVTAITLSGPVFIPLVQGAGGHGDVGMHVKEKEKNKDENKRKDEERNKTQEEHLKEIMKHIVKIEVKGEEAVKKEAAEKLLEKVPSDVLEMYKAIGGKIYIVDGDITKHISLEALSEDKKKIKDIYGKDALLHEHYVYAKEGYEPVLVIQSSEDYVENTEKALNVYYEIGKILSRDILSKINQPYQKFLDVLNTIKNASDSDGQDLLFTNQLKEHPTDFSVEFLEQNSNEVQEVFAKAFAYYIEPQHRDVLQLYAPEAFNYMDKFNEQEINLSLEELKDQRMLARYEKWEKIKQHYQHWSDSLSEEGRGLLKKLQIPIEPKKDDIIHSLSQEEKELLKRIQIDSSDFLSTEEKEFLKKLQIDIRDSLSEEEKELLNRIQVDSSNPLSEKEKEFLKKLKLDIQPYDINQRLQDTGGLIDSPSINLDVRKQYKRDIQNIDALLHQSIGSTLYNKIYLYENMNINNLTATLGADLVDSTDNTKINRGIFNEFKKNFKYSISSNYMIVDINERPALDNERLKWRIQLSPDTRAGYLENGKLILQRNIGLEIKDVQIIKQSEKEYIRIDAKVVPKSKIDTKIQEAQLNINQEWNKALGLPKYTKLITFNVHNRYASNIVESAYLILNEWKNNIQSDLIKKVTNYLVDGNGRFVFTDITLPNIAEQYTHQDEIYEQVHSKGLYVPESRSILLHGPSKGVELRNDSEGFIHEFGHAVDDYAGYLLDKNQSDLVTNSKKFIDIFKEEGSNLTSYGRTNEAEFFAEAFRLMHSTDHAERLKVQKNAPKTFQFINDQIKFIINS
CCHFV vOTU inh: CCHFV vOTU protease inhibition; Pep-AMC fluorescence; inhibition, % at 11.5 µM; hit rate 0.55% among 370,000; in the data active = inhibition above about 30%; also: 0% = vehicle wells with enzyme and 100% = no enzyme wells
Active calls of the source: *; i = inactive; ? = inconclusive; . = not tested or not shown; & = joins results of further samples. Rule as the data show it, unless noted: active = inhibition above about 30%; inconclusive = no clear call, values can overlap the other calls; inactive = below that.

Results follow in this order: TcdB GH inh	PfHsp40 rescue	Anthrax LF prot	Yp Topo-I inh	3CLpro inhibitor	PriA SSB inh	DUSP3 inh	CCHFV vOTU inh	Vc quorum ag	BoNT A protease
> Cc1ccc(CNC(=O)C2C3C=CC4(CN(Cc5cccnc5)C(=O)C24)O3)cc1 (stereo not drawn)
 : .	1.0	1	-1	1	4	11	5	-0.2	0.1
> CC(=O)Nc1ccc(NC(=O)C/C(C)=N/NC(=O)C(=O)Nc2ccc(C)c(Cl)c2)cc1
 : -2.3	-1.3	-15	7	4	.	9	-1	-0.9	0.1
> CC1=NN(C(=O)c2ccc(Br)cc2)C(O)(c2ccccc2)C1 (stereo not drawn)
 : 0.0	-0.2	-2	-2	7	10	1	-1	i	0.2
> Cc1nc2ccccc2c(=O)n1NC(=O)C1CCC(C(C)(C)C)CC1 (stereo not drawn)
 : -0.2	-0.9	-6	6	-3	-1	20	-6	i	0.5
> COc1ccc(C(=O)CSc2nnc(-c3ccc(S(=O)(=O)N4CCOCC4)cc3)o2)cc1
 : .	-1.4	-1	5	-2	-14	39	-4	i	-2.6
> O=C(C[C@H]1C[C@H](C(=O)N2CCOCC2)[C@@]2(CCC3CCCC3)c3[nH]c4ccc(Cl)cc4c3CCN2C1=O)NCc1ccco1
 : 2.8	0.3	0	-1	.	-12	.	3	i	-0.5
> O=C1C(Nc2ccccc2)=C/C(=N/S(=O)(=O)c2cccs2)c2ccccc21
 : .	266*	-11	-1	5	.	2	.	-0.4	0.7
> C[C@H]1CN([C@@H](C)CO)C(=O)c2cccc(NC(=O)c3ccc(-c4nccs4)cc3)c2O[C@@H]1CN(C)C(=O)Nc1cccc2ccccc12
 : -5.5&-9.2	0.2	-1	33	.	6	.	8	-0.3	0.1
> N#CC1(c2ccccc2)CCC(=NNS(=O)(=O)c2ccccc2)CC1 (stereo not drawn)
 : 1.8	-0.2	4	2	.	23	.	-5	2.0	-0.4
> O=C(COC(=O)c1ccc(Cl)c(S(=O)(=O)N2CCCC2)c1)NCc1cccs1
 : -0.2	-0.1	0	7	4	-2	4	-9	-1.1	-1.0
> CCC(C)(C)C1CCC(=NNC(=O)c2ccc(Br)o2)CC1 (stereo not drawn)
 : .	-0.3	-2	-2	6	-4	-8	-16	-0.3	-0.4
> CCCCOC(=O)Nc1ccc(C)c(Cl)c1
 : .	0.2	-4	4	-1	-35	13	19	i	-0.3
> CCOC1=C2[C@@H](CN(S(=O)(=O)c3ccc(C)cc3)[C@H]2c2cccc3ccccc23)[C@H]2C(=O)N(C)C(=O)[C@H]2C1
 : 2.3	.	2	.	.	.	.	10	.	-0.4
> O=C(c1cc(F)ccc1F)C1CCCN(C(=O)CSc2ccccn2)C1 (stereo not drawn)
 : 0.8	1.9	0	10	-2	-1	18	5	-0.6	0.0
> CCN(CC)C(=O)c1ccc(NC(=O)CSc2nnnn2-c2cc(OC)ccc2OC)cc1
 : .	-0.7	-1	28	-2	-12	18	-7	-0.4	-0.3

Remaining list, next part.
Results follow in this order: TcdB GH inh	PfHsp40 rescue	Anthrax LF prot	Yp Topo-I inh	3CLpro inhibitor	PriA SSB inh	DUSP3 inh	CCHFV vOTU inh	Vc quorum ag	BoNT A protease
> COc1ccc2cc1Oc1ccc(cc1)C[C@H]1c3c(cc(OC)c4c3Oc3c(ccc5c3[C@H](C2)N(C)CC5)O4)CCN1C
 : .	-0.8	-11	2	.	36	.	.	-0.8	-1.6
> Cc1ccc(NC(=O)CC2SC(=O)N(c3ccccc3)C2=O)cc1 (stereo not drawn)
 : 0.9	4.1	-7	-8	1	-4	4	14	0.4	0.1
> Cc1cc(C(=O)N/N=C/c2cc([N+](=O)[O-])cc(C)c2O)n[nH]1
 : -0.5	1.5	1	-10	4	.	79	10	i	0.2
> Cc1cn2nc(N)c3ccccc3c2n1
 : .	-0.3	0	4	-1	7	-13	-18	i	0.2
> CCC(CC)C(=O)Nc1c(C)n(C)n(-c2ccccc2)c1=O
 : .	-1.6	-4	0	-1	-10	-32	0	0.7	1.5
> Cc1ccc(C(=O)N2CCCc3ccccc32)c(F)c1F
 : -0.1	-0.6	7	17	6	-13	12	9	i	0.5
> COc1ccccc1C(=O)Nc1ccc(-c2nnc(SCC(=O)O)n2C)cc1
 : .	0.6	-4	-4	-1	0	22	-2	-0.3	-0.9
> CNC(=S)NNC(=O)Cc1ccc(OC)c(OC)c1
 : .	-0.7	-1	9	1	-1	24	16	i	-0.8
> Cc1ccc(NC(=O)COC(=O)C2CCC(=O)N2)c(S(=O)(=O)N2CCOCC2)c1 (stereo not drawn)
 : .	-1.3	3	-9	5	1	7	9	i	0.0
> Cc1csc2nc3cc(C(N)=O)ccc3c(=O)n12
 : 0.5	-0.2	-10	0	.	-9	30	-54	i	-0.1
> COC(=O)[C@@H]1C(c2ccccc2)(c2ccccc2)[C@@]1(C)C(=O)OC
 : -0.7	1.4	0	-2	0	-6	2	-2	-0.4	0.2
> CCC(=O)N=c1sc2c(C)cc(C)cc2n1CC(=O)OC
 : 9.2	0.5	-2	-5	6	2	34	9	-0.3	0.3
> CCOC(=O)c1ccc(NC(=S)NN2CCN(C)CC2)cc1
 : -1.5	-0.1	-3	-1	4	-5	30	7	i	0.4
> COc1ccc(S(=O)(=O)N(CC(C)C)C2CCS(=O)(=O)C2)cc1OC (stereo not drawn)
 : 0.2	-1.7	4	-1	.	38*	.	-6	-1.1	1.1
> O=C(C1CCCCC1)N1CCC(c2nc3c(nnn3Cc3ccccc3Cl)c(=O)[nH]2)CC1
 : 0.3	0.0	-8	33	.	-5	.	-9	-0.7	0.4

Record cards, as listed above. Screens in order: TcdB GH inh, PfHsp40 rescue, Anthrax LF prot, Yp Topo-I inh, 3CLpro inhibitor, PriA SSB inh, DUSP3 inh, CCHFV vOTU inh, Vc quorum ag, BoNT A protease
`CCC(=O)N=c1sc2c(C)cc(C)cc2n1CC(=O)OC` reads 9.2, 0.5, -2, -5, 6, 2, 34, 9, -0.3, 0.3
`Cc1csc2nc3cc(C(N)=O)ccc3c(=O)n12` reads 0.5, -0.2, -10, 0, ., -9, 30, -54, i, -0.1

(next part)
Results follow in this order: TcdB GH inh	PfHsp40 rescue	Anthrax LF prot	Yp Topo-I inh	3CLpro inhibitor	PriA SSB inh	DUSP3 inh	CCHFV vOTU inh	Vc quorum ag	BoNT A protease
> CCCCCC(=O)N1C[C@@H](n2cc(C3CC3)nn2)[C@H](O)C[C@@H]1c1ccc(OC)cc1
 : 0.0	.	2	1	.	.	.	2	-0.2	-0.1
> S=C(Nc1ccccc1Oc1ccccc1)NC1CCCC1
 : 1.6	0.9	-3	3	4	-1	1	9	i	0.2
> Cc1cc(C)n(-c2nc3c(c(=O)[nH]c(=O)n3C)n2CC(O)COc2ccc(Cl)cc2Cl)n1 (stereo not drawn)
 : .	-1.4	5	-9	1	-21	22	-13	4.3	0.3
> O=C(COC(=O)C1=COCCO1)Nc1ccc(Oc2ccccc2)cc1
 : .	12	-11	4	-2	-17	23	6	.	3.0
> CC(C)c1ccc(C(=O)CN2C(=O)NC3(CCc4ccccc43)C2=O)cc1 (stereo not drawn)
 : -1.1	3.8	-3	22	.	-2	.	12	i	-0.1
> CC/C(=N\N1CCCCCC1)c1c(O)n(-c2ccc(C)cc2)c(=O)[nH]c1=O
 : .	-1.2	1	8	1	.	-13	1	-0.3	-0.4
> COc1ccc2c(C)cc(SCn3nnc4ccccc4c3=O)nc2c1
 : .	-0.5	2	-2	0	4	43	14	-0.2	0.2
> O=C(NCc1cccnc1)c1cnc2ccccc2n1
 : 1.0	-1.5	-8	1	1	-9	10	-8	i	?
> O=C(Nc1ccccc1C(=O)NCCCN1CCOCC1)c1ccc(F)cc1
 : 2.1	-1.0	-4	-2	1	-7	43	-9	0.7	-1.2
> CCn1c(=O)c(C(=O)NNC(=O)c2ccccc2)c(O)c2ccccc21
 : 1.0	168*	1	18	-2	2	-14	-2	-0.5	-0.8
> CCC(C(=O)O/N=C(\N)c1ccc(Cl)cc1)c1ccccc1 (stereo not drawn)
 : .	-0.8	-2	20	-1	i	12	12	-0.4	-0.5
> O=c1c2ccccc2[nH]c(=S)n1CCCN1CCC(Cc2ccccc2)CC1
 : 0.1	1.9	2	10	-2	-3	21	12	-1.7	-1.7
> O=C(O)CN1CCN(Cc2cccc(Cl)c2)C1=O
 : 0.3	-1.5	-5	14	-4	-3	2	3	i	2.0
> Cc1ccc2cc3c(NC(=O)CC(C)C)nn(C)c3nc2c1
 : .	0.0	2	-1	-1	-7	21	4	i	0.4
> C/C(=N\NC(=O)c1nnn(-c2nonc2N)c1C(C)C)c1ccncc1
 : -0.2	-1.2	20	2	-7	.	33	15	-0.8	2.3

The list goes on.
Results follow in this order: TcdB GH inh	PfHsp40 rescue	Anthrax LF prot	Yp Topo-I inh	3CLpro inhibitor	PriA SSB inh	DUSP3 inh	CCHFV vOTU inh	Vc quorum ag	BoNT A protease
> O=C1CN(C(=O)c2ccccc2F)C(c2ccccc2)c2cc(Cl)ccc2N1 (stereo not drawn)
 : -3.0	0.5	-6	9	5	-11	-15	10	i	-2.3
> O=C(NCCCN1CCOCC1)c1cc(-c2ccc(Cl)c(Cl)c2)on1
 : -0.1	1.1	-2	2	5	16	15	6	-0.4	-0.2
> CCOC(=O)c1[nH]c2ccc(F)cc2c1NC(=O)Nc1ccccc1OC
 : .	-1.2	2	-4	-1	-16	17	6	i	-0.1
> O=C(Nc1ccc2c(c1)OCO2)c1cc(C2CCCCN2S(=O)(=O)c2ccccc2)on1 (stereo not drawn)
 : -0.7	.	-2	24	.	.	.	18	-1.0	-0.6
> CC(C)Oc1ccc(C(=O)Nc2cc(=O)n(C)c(=O)n2C)cc1
 : 0.1	-1.7	-4	2	-3	-9	-18	4	-0.3	0.2
> CS(=O)(=O)c1ccccc1C(=O)NC1CCCc2ccccc21 (stereo not drawn)
 : 2.4	0.0	-2	-8	-3	-11	36	-14	0.7	-1.2
> O=[N+]([O-])c1cc(Cl)ccc1N1CCCC1
 : 1.2	0.5	3	-5	-2	22	15	-15	i	-0.3

6 neighbouring compounds from above, quoted:
Results follow in this order: TcdB GH inh	PfHsp40 rescue	Anthrax LF prot	Yp Topo-I inh	3CLpro inhibitor	PriA SSB inh	DUSP3 inh	CCHFV vOTU inh	Vc quorum ag	BoNT A protease
> Cc1ccc2cc3c(NC(=O)CC(C)C)nn(C)c3nc2c1
 : .	0.0	2	-1	-1	-7	21	4	i	0.4
> C/C(=N\NC(=O)c1nnn(-c2nonc2N)c1C(C)C)c1ccncc1
 : -0.2	-1.2	20	2	-7	.	33	15	-0.8	2.3
> O=C1CN(C(=O)c2ccccc2F)C(c2ccccc2)c2cc(Cl)ccc2N1 (stereo not drawn)
 : -3.0	0.5	-6	9	5	-11	-15	10	i	-2.3
> O=C(NCCCN1CCOCC1)c1cc(-c2ccc(Cl)c(Cl)c2)on1
 : -0.1	1.1	-2	2	5	16	15	6	-0.4	-0.2
> CCOC(=O)c1[nH]c2ccc(F)cc2c1NC(=O)Nc1ccccc1OC
 : .	-1.2	2	-4	-1	-16	17	6	i	-0.1
> O=C(Nc1ccc2c(c1)OCO2)c1cc(C2CCCCN2S(=O)(=O)c2ccccc2)on1 (stereo not drawn)
 : -0.7	.	-2	24	.	.	.	18	-1.0	-0.6

High-throughput results as filed in PubChem.

This is a subset; rates above refer to the full screens.
